Bioassay records from PubChem.
SSB-PriA inh: K. pneumoniae PriA-SSBct interaction inhibition; 430,000 tested, 0.6% active; AID 1272365; inhibition, % at 33 µM; AlphaScreen SSBct-PriA binding, biotinylated peptide; in the data active = inhibition mostly above about 37%, no sharp cut-off; inactive = mostly below about 20%;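 note: plate controls were negative control peptide for no effect and reference peptide for full effect; strong numbers were not always called active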
PrPC TRFRET: cell surface PrPC inhibition, primary TR-FRET screen; inhibition, % at 13.8 µM; TR-FRET read-out; AID 720596; P04156; 370,000 tested, 0.43% active; in the data active = inhibition above about 24%; note: 0% = median of the test wells and 100% = reference compound wells
3CLpro inhibitor: SARS-CoV 3CLpro protease inhibition; P0C6X7; recombinant SARS-CoV 3CLpro, quenched FRET peptide cleavage; inhibition, % at 6 µM; 290,000 tested, 0.14% active; AID 1706; in the data active = inhibition above about 12%
CCHFV vOTU inh: blocks the CCHF virus ovarian tumor domain protease | CCHFV vOTU protease, Pep-AMC fluorescence | inhibition, % at 11.5 µM | 370,000 tested, 0.55% active | AID 651958; in the data active = inhibition above about 30%; note: 0% = vehicle wells with enzyme and 100% = no enzyme wells
TcdB GH inh: TcdB glycohydrolase inhibition; P18177; TcdB glycohydrolase enzymatic assay, plate reader; inhibition, % at 9.99 µM; 350,000 tested, 0.24% active; AID 652162; in the data active = inhibition above about 10%
Yp Topo-I inh: blocks Yersinia pestis topoisomerase I activity; 360,000 tested, 0.064% active; Y. pestis Topo-I cleavage product accumulation, plate reader; activity, % at 10 µM; in the data active = activity above about 50%, passing the limit was not always enough; note: inactives centre near 2
Vc quorum ag: inducers of Vibrio cholerae quorum light production without autoinducers; V. cholerae BH1578 lux reporter, luminescence, 6 h; activation, % at 18.7 µM; 350,000 tested, 0.16% active; AID 588436; in the data active = activation mostly above about 9.7%, no sharp cut-off; note: not every result past the cut was called active; inactives centre near 0; reference of the scale not given here
DUSP3 inh: DUSP3 (human) phosphatase inhibition; 290,000 tested, 0.52% active; P51452; recombinant VHR phosphatase, pNPP absorbance; inhibition, % at 13.3 µM; in the data active = inhibition above about 50%; note: some compounds called inactive have numbers as strong as hits
Target sequence (P51452 whole entry, looked up): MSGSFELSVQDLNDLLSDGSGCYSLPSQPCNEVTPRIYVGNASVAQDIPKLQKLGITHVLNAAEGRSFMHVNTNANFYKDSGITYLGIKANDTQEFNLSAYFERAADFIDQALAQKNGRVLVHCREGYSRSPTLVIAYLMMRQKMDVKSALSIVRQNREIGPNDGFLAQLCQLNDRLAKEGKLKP
MazEF act: MazEF (E. coli) toxin RNase activation. P0AE70. FAM/BHQ RNA-DNA oligo cleavage fluorescence, 5 h. activation, % at 20 µM. 350,000 tested, 0.32% active. AID 504720; in the data active = activation above about 50%
Target sequence (P0AE70 whole entry, looked up): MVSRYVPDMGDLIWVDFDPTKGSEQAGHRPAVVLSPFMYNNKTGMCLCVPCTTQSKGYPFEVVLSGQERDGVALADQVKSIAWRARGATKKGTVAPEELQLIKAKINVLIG
Rv3671c inh: inhibitors of M. tuberculosis serine protease Rv3671c | P9WHR9 | inhibition, % at 5.96 µM | 320,000 tested, 0.048% active | AID 2606; in the data active = inhibition above about 38%;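 note: extracellular domain of Rv3671c used as enzyme; 0% = enzyme with DMSO and 100% = no enzyme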
Target sequence (P9WHR9 whole entry, looked up, the tested form may be a part): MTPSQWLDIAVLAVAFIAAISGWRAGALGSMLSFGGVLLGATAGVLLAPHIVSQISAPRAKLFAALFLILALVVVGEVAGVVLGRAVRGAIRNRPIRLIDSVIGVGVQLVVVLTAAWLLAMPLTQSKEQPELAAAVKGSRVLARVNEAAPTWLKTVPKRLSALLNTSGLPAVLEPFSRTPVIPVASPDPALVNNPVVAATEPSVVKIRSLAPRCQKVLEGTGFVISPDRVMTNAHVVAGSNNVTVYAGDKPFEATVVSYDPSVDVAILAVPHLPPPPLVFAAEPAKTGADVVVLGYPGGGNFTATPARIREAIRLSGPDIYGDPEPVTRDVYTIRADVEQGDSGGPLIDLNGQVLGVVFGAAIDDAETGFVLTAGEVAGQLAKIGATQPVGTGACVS
An asterisk follows results filed as active; i = inactive; nt = no result given; & = joins results of further samples.

entry | SMILES | Yp Topo-I inh | 3CLpro inhibitor | Vc quorum ag | TcdB GH inh | DUSP3 inh | CCHFV vOTU inh | MazEF act | PrPC TRFRET | SSB-PriA inh | Rv3671c inh
1 | CCOC(=O)C1CCCN(Cc2nc(N)nc(Nc3ccc(OC)cc3)n2)C1 (configuration not stated) | -4 | 4 | 3.1 | nt | 8 | -5 | 0 | -6 | 13 | -5
2 | CCN(CC)S(=O)(=O)c1ccc(NC(=O)COc2nc3ccccc3nc2N2CCOCC2)cc1 | 21 | 1 | -0.4 | nt | 1 | -21 | 4 | 0 | -1 | -7
3 | CCn1ccnc1CN1CCc2c([nH]c3ccccc23)C1C(C)(C)C (configuration not stated) | -14 | -1 | -0.6 | 1.4 | 5 | -6 | 10 | -2 | 26 | 3
4 | N#Cc1ccc(COc2cccnc2[N+](=O)[O-])cc1 | 3 | 1 | -0.2 | 1.0 | 7 | 10 | 10 | -18 | -11 | 2
5 | CCc1ccc(OCC(O)Cn2c(N3CCCCC3)nc3c2c(=O)[nH]c(=O)n3C)cc1 (configuration not stated) | 15 | -3 | i | 2.4 | 18 | 4 | 9 | 8 | -3 | -1
6 | CCN(CC)P(c1n(C)cc[n+]1C)N(CC)CC | 10 | 0 | -0.3 | -0.3 | 17 | 1 | 3 | -4 | -7 | 2
7 | CC(=O)Nc1ccc(C2C(=O)c3ccccc3C2=O)cc1 | 12 | 1 | -0.9 | -1.3 | 25 | -6 | 7 | 3 | 9 | 0
8 | COc1ccc(/C=C/C(=O)Oc2ccc(/C=N\NC(=O)c3ccc(F)cc3)cc2)cc1 | -1 | 1 | 0.3 | 0.7 | 9 | -12 | -15 | -2 | nt | -6
9 | CCC(C)(C)NCC(=O)Nc1ccc(OC(F)(F)F)cc1 | -12 | 6 | -14 | nt | 27 | 7 | 1 | 3 | -26 | -4
10 | Cc1occc1C(=O)NNC(=S)NC(=O)COc1ccc(Cl)cc1Cl | -1 | 4 | -0.2 | 0.5 | -2 | 4 | -18 | -4 | -4 | -5
11 | CC(C)c1nc(SCC(=O)NC2CCCCC2)c2ccccc2n1 | 2 | 2 | i | -0.9 | 10 | -8 | 8 | 3 | -13 | 4
12 | CC(NC(=O)COc1ccc(Br)cc1)C1CCCO1 (configuration not stated) | 2 | -1 | i | 1.3 | 5 | 15 | -6 | -5 | -7 | 0
13 | Cc1ccc(-n2cccn2)c([C@@H]2C[C@H]3CN(C)C(=O)[C@]34CCCN24)c1 | 2 | 1 | i | 0.2 | 108 | -6 | -25 | -3 | 15 | -2
14 | Cc1ccc(NC(=O)CCCNC(=O)c2ccc(Cl)cc2)cc1S(=O)(=O)N1CCCCC1 | 38 | nt | 0.7 | 0.2 | nt | -4 | 5 | 0 | -2 | nt
15 | Cc1cccc(-c2nnn(C/C(N)=N/O)n2)c1 | 1 | 0 | i | 1.0 | -9 | -6 | -12 | -1 | nt | 7
16 | COC(=O)c1ccccc1NC(=O)CSc1nnc(C(C)NC(=O)c2ccc(Cl)cc2Cl)n1C (configuration not stated) | -3 | 8 | 12 | nt | 4 | -1 | -1 | 1 | -6 | -4
17 | CC[C@]12c3[nH]c4ccc(Cl)cc4c3CCN1C(=O)[C@@H](CC(=O)NCc1cccc(C(F)(F)F)c1)C[C@@H]2C(=O)N1CCN(C(=O)C2CC2)CC1 | 28 | nt | i | 0.6 | nt | 17 | 9 | -2 | 1 | nt
18 | CCC(=O)N1CCc2cc(S(=O)(=O)N3CCCCCC3)ccc21 | -1 | 0 | 0.3 | 0.3 | 6 | 4 | 3 | 3 | -8 | 4
19 | COc1cc(/C=C2\SC(=S)N(NS(=O)(=O)c3ccccc3)C2=O)ccc1O | 5 | 4 | -0.7 | 0.1 | 13 | 18 | -166 | -27 | -7 | -79
20 | O=C(Nc1ccc(Br)cc1)C1CCCN1S(=O)(=O)c1cccs1 (configuration not stated) | -1 | 1 | i | nt | 6 | -1 | -1 | 7 | -8 | -2
21 | COc1ccc(NC(=O)COC(=O)Cn2cnc3ccccc3c2=O)c(OC)c1 | 10 | nt | 4.5 | -0.5 | nt | 8 | 1 | 0 | -21 | 6
22 | COc1ccc(NC(=O)CN2CCN(C(=O)C3CCCO3)CC2)c(OC)c1 (configuration not stated) | 2 | 0 | i | 1.8 | 17 | 9 | 3 | 1 | 9 | -3
23 | COC(=O)c1ccc(/C=N/N2CCN(Cc3ccccc3Cl)CC2)cc1 | 11 | 0 | -0.6 | 1.6 | 4 | -4 | -2 | 1 | i | 2
24 | CC1(C)C=Cc2c(ccc3c2OC[C@H](c2ccc(O)cc2O)C3)O1 | -24 | nt | i | 3.1 | nt | 15 | 4 | 0 | 20 | -11
25 | COC(=O)c1ccccc1N(C)S(=O)(=O)c1cc2c3c(c1)CCC(=O)N3CCC2 | -2 | nt | i | 0.6 | nt | 2 | -1 | -2 | -4&-15 | 4
26 | N#C/C(=C/c1ccc(Cl)cc1)NC(=O)c1ccccc1 | 3 | 5 | i | nt | 10 | 1 | 4 | 4 | -2 | -15
27 | CCCn1nnnc1NCc1cc(Br)ccc1OC | -9 | -4 | 0.1 | 1.7 | -31 | 9 | 8 | 11 | -13 | -5
28 | C[C@H](NC(=O)[C@@H]1CSC2c3ccccc3C(=O)N21)C(=O)NC1CCCCC1 (some centres not stated) | -2 | 3 | i | -0.1 | -14 | 9 | 0 | 0 | -2 | -8
29 | COc1ccc(-c2cc(-c3ccc(C)cc3)nc(SCc3nnc(-c4ccccc4)o3)c2C#N)cc1OC | 3 | 8 | -0.4 | nt | -4 | -2 | -4 | 4 | -6 | -9
30 | O=C(NN1C(=O)C2C3C=CC(C3)C2C1=O)c1ccncc1 (configuration not stated) | -1 | 0 | -0.3 | nt | -6 | -5 | 5 | -6 | -5 | -3
31 | Cc1c(C(=O)NCc2ccco2)sc(=O)n1Cc1ccc(S(C)(=O)=O)cc1 | -4 | nt | -0.4 | 0.5 | nt | 3 | nt | 0 | nt | nt
32 | CC(C)(C)C(=O)Nc1nnc(CSCc2ccccc2F)s1 | 10 | 1 | i | nt | 3 | -6 | -4 | -2 | -2 | -4
33 | COc1ccc(CCNc2c3ccccc3nc3ccccc23)cc1OC | -9 | 2 | 1.3 | -0.4 | 20 | -48 | 19 | -17 | 2 | 3
34 | CCC(=O)Nc1ccc(NC(=O)CSc2nnc(C(C)C)n2C)cc1 | -10 | -5 | i | nt | 6 | 6 | 5 | -6 | -16 | -14
35 | Cc1cc(-c2ccc(Br)cc2)n[nH]1 | 4 | 1 | -1.5 | 0.5 | 6 | -5 | 2 | 7 | -3 | 6
36 | CC1CCc2nn(CC(=O)NC3CCCC(C)C3C)cc2C1 (configuration not stated) | 6 | 0 | 0.6 | 0.3 | 7 | 8 | 1 | -1 | -8 | 3
37 | NC(=O)c1cc[n+](CC(=O)c2ccc(NC(=O)c3ccccc3)cc2)cc1 | -8 | 1 | i | nt | 5 | -7 | -4 | -16 | -9 | -6
38 | CC(C)CNC(=S)NNC(=O)c1csc2c1CCC(C)C2 (configuration not stated) | 11 | 3 | 3.7 | nt | 48 | 10 | -3 | 9 | -7 | -3
39 | CN1C(=O)C(O)(c2nnc(-c3ccccc3)o2)c2ccccc21 (configuration not stated) | -9 | 0 | -0.7 | 1.0 | 10 | -4 | 11 | -2 | -16 | -1
40 | COC(=O)[C@]1(S(=O)(=O)c2ccccc2)C[C@@H]2ON=C(c3ccc(OC)cc3)[C@@H]2C1 | 4 | 1 | i | 0.6 | 25 | 3 | 6 | -6 | -10 | -14
41 | CC(C)CC(NC(=O)c1ccco1)C(=O)Nc1ccc2c(c1)OCCO2 (configuration not stated) | 6 | -6 | -0.4 | -1.2 | 13 | 0 | 14 | 2 | -6 | -3
42 | Cc1cc(C)cc(SCc2noc(C(=O)NC(C)C)c2C(=O)O)c1 | -3 | 1 | -9.1 | 4.6 | 12 | -9 | 2 | 1 | -10 | 0
43 | Cc1cccc(C)c1NC(=O)COC(=O)c1c(C)nn(-c2ccccc2)c1C | 3 | nt | -2.7 | 1.2 | nt | -5 | -15 | -5 | -7 | 1
44 | O=C(N/N=C/c1cc([N+](=O)[O-])ccc1O)Nc1ccccc1 | -6 | 1 | 1.0 | 0.8 | 13 | 24 | 2 | -21 | nt | 13
45 | COC(=O)c1sccc1NC(=O)Nc1ccc(C)cc1 | -7 | -2 | -0.8 | 1.2 | -8 | 1 | -6 | 2 | -32 | nt
46 | Cc1nnc(NC(=O)c2ccccc2F)s1 | 1 | 0 | i | -1.6 | -5 | 11 | 6 | 5 | -10 | 9
47 | COc1ccc2cc3cc(C(=O)N4CCN(C5CCCCC5)CC4)oc3nc2c1 | -7 | -8 | -0.5 | nt | 12 | nt | -19 | nt | -12 | -4
48 | COc1ccc(C(=O)NCCSc2ccc(C)cc2)cc1 | 10 | 0 | i | nt | -2 | -8 | -1 | 57* | -9 | -6
49 | O=C(NCC1CCCO1)c1ccc(CSCc2cccc(F)c2)o1 (configuration not stated) | 8 | 2 | -0.4 | 0.9 | 10 | -2 | 5 | 6 | 5 | 0
50 | COc1cccc(Nc2cc(N3CCOCC3)c3nonc3c2[N+](=O)[O-])c1 | 4 | -4 | i | nt | 3 | 0 | -6 | -5 | -13 | -1
51 | O=C(CSc1nc2ccccc2c(=O)n1Cc1ccccc1)NCc1ccco1 | 5 | -3 | i | nt | 3 | -6 | -4 | -4 | -12 | 2
52 | Cc1nc(SCC(=O)c2cccc([N+](=O)[O-])c2)n[nH]1 | -4 | 0 | -0.4 | nt | -14 | 4 | 9 | -2 | -8 | 1
53 | CC1(C(=O)N2CCCCC2)CCN1C(=O)c1ccccc1CCc1ccccc1 (configuration not stated) | 24 | nt | -0.5 | 1.6 | nt | -9 | nt | 5 | nt | nt
54 | Cc1cccc(-n2nc(CC#N)c(C#N)c2N)c1 | -8 | 4 | 1.6 | 1.4 | 24 | 6 | -25 | -6 | -11 | 11
55 | O=C(NCc1ccco1)c1ccc2c(c1)C(=O)N(C1CCCCC1)C2=O | 0 | 3 | -2.5 | nt | 18 | -9 | 4 | 11 | -9 | -2
56 | CCOC(=O)c1oc2ccccc2c1NC(=O)COc1ccc(F)cc1 | 8 | 3 | 1.7 | 1.0 | 19 | nt | -4 | nt | -10 | 3
57 | Cc1cc(C)c(S(=O)(=O)N2CCN(C(=O)c3ccc4c(c3)OCO4)CC2)c(C)c1 | 2 | 1 | -1.6 | 1.8 | 16 | 10 | 1 | -3 | -10&-3 | -12
58 | Cc1cccc2cc(CN(Cc3ccc(F)cc3)C(=O)N3CCOCC3)c(=O)[nH]c12 | 1 | -2 | -0.5 | 1.5 | 22 | -3 | -3 | 4 | -10 | 4
59 | COc1ccccc1OCC(=O)NCCc1nc2ccccc2[nH]1 | 6 | 6 | i | nt | -1 | 6 | 2 | 3 | -16 | 2
60 | COc1ccc(-c2oc(=O)c3cc(OC)c(OC)cc3c2/C=C/c2ccc([N+](=O)[O-])cc2)cc1 | -2 | nt | i | 1.2 | nt | -5 | 0 | -9 | -12 | -4
61 | O=C(c1ccc(OC2CCN(Cc3cccc(OCCO)c3)CC2)cc1)N1CCCC1 | 1 | 1 | i | 1.0 | -16 | -4 | 10 | -10 | -9 | -3
62 | COc1ccccc1N1CCN(C2CCCN(C(=O)CCC(C)=O)C2)CC1 (configuration not stated) | 14 | -5 | 2.3 | 1.1 | -12 | -7 | 9 | 10 | 6 | 11

Some values from the entries so far:
CCC(=O)Nc1ccc(NC(=O)CSc2nnc(C(C)C)n2C)cc1 @ Yp Topo-I inh: -10
CC(C)c1nc(SCC(=O)NC2CCCCC2)c2ccccc2n1 @ 3CLpro inhibitor: 2
O=C(CSc1nc2ccccc2c(=O)n1Cc1ccccc1)NCc1ccco1 @ 3CLpro inhibitor: -3

Some of the compounds tested. The share of hits here may be higher or lower than overall.
